Bioassay records: PubChem, National Center for Advancing Translational Sciences (NCATS)
TCR activator – activators of T cell receptors. primary human leukocytes, anti-CD3, IL-2 HTRF, 48 h. Potency, µM (top dose mostly 9.22 µM), for the others: at the highest dose activation of IL-2 secretion, actives largely listed as activators. 330,000 tested, under 10 active. AID 504894; also: % of control where 0% means no effect
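1) Mix primary human leukocytes, a-CD3 beads and compound. 2) Incubate 48 hr. 3) Add HTRF IL-2 reagents (a-IL-2-K, a-IL-2-d2).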
MLL CXXC-DNA inh – blocks binding of human MLL CXXC domain to DNA. MLL-CXXC / FITC-HOXA9 DNA fluorescence polarization. Potency, µM (titrated, usually from 115 µM), for the others: at the top dose activity change, negative = inhibition, most hits filed as inhibitors. 0.037% of 290,000 active. AID 2662; active = well fitted inhibition curve with a large enough effect in the polarisation, with a control signal flat, not every such curve was filed as active; inconclusive = small, poorly fitted or top-dose-only effect, or effect the other way, or a change in a side signal; inactive = no such curve, though single readings can be large or run the other way; the % refers to the polarisation; also: potency is read from the fitted curve at half-maximal effect
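Fluorescence polarization: 7 uM MLL-CXXC (stock) preincubated 5 min with compounds, then 50 nM fluorescein-HOX-A9 DNA (stock) added; 30 min ambient. Buffer 50 mM Tris-HCl pH 7.5, 50 mM NaCl, 1 mM DTT, 0.05% BSA.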
BCR signal inh – chronic active BCR signaling inhibition; 0.05% of 340,000 active; AID 493014; ABC-DLBCL IkBa-CBG/CBR reporter, luminescence ratio, 4 h; Potency, µM (titrated, usually from 46.1 µM), for inactives: at the top dose ratio change, negative = lower green/red ratio, hits mostly inhibitors; active = well fitted inhibition curve with a large enough effect in the signal ratio, with a control signal flat, not every such curve was filed as active; inconclusive = small, poorly fitted or top-dose-only effect, or effect the other way, or a change in a side signal; the % refers to the signal ratio;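 also: potency is read from the fitted curve at half-maximal effect; plate controls were basal doxycycline-induced cells for no effect and cells given 10 µM MG132 for full effect; MG132 reads +100%, hits lower the ratio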
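Concentration-response series (up to 46 uM) were applied to TMD8 dual-reporter cells for 4 h at 37C with doxycycline. Green/red ratio, after filter-overlap correction, defined %Activity; red signal alone was normalised to basal cells and zero luminescence.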
Tb PFK block – inhibitors of T. brucei phosphofructokinase; Potency, µM (top dose mostly 57.5 µM), without a hit: at the highest dose activity, negative = inhibition, hits mostly inhibitors; T. brucei PFK, ADP-Glo luminescence; 0.17% of 330,000 active; O15648;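 also: potency is read from the fitted curve at half-maximal effect; 0% = uninhibited 1x PFK enzyme wells and -100% = no-enzyme wells; nearly all actives have a fitted effect of over 60% in size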
Target sequence (O15648 whole entry, looked up): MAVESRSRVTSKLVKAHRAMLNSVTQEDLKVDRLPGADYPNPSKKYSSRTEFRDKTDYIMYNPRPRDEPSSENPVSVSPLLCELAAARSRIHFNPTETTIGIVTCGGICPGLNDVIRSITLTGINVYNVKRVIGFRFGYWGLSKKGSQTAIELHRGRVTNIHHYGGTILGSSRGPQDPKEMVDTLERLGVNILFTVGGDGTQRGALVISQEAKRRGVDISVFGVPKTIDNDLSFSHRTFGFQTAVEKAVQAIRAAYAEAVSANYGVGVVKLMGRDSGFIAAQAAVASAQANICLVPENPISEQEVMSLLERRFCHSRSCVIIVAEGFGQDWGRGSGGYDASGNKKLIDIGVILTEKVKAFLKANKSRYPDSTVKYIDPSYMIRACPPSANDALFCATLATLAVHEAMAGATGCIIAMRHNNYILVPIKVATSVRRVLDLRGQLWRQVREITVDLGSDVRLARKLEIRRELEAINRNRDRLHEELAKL
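Luminescent ADP detection (ADP-Glo, two-step: ATP depletion then ADP-to-ATP conversion for luciferase) reported PFK activity after 45 min room-temperature reaction of 1.25 nM enzyme with 0.5 mM F6P and 0.1 mM ATP at pH 8.0.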
TSHR antag – blocks TSH signaling through the human TSH receptor. P16473. TSHR-expressing cells, TSH-stimulated cAMP HTRF, 2 h; stronger effect = lower value. activity change, negative = inhibition, % at 11.5 µM. 0.2% of 330,000 active;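 active = activity change below a set negative limit, meaning inhibition stronger than a set level, cut at about -70% in these data; inconclusive = activity change between two set negative limits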; also: % is scaled to controls: 0 for no effect and ±100 for the full control effect
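Competitive HTRF cAMP read-out (cryptate anti-cAMP antibody, cAMP-d2; 30 min, room temperature) in freshly harvested TSHR cells. Compounds added before TSH at EC80 (4nM final), followed by 2 hours' incubation at 37 deg C.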
Coupling enz – inhibits coupling enzyme system, counter-screen for aldolase hits. activity change, negative = inhibition, % at 58.2 µM, hits read low. coupling enzyme system counterscreen, AmpLite Red fluorescence. 0.67% of 290,000 active; in the data active = activity change below about -30%; also: % is scaled to controls: 0 for no effect and ±100 for the full control effect
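Counterscreen of the coupled detection system alone, without aldolase: glyceraldehyde-3-phosphate coupling enzymes plus AmpLite Red readout. Compounds at 57.5 uM final, 10 min RT preincubation, 20 min RT reaction, fluorescence 525/598 nm.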
Giardia killer – kills Giardia lamblia | 0.15% of 340,000 active | activity change, % at 7.66 µM, hits read low | Giardia lamblia trophozoite viability; in the data active = activity change below about -80%; inconclusive = between about -30% and that limit;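 also: parasites exposed to compound for two days anaerobically before the ATP read; % is scaled to controls: 0 for no effect and ±100 for the full control effect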
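Each well holds 100 Giardia trophozoites and compound. After two days (48 hrs) at 37 deg C in anaerobic conditions, ATP is quantified by luminescence.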
GALK inh – inhibitors of human galactokinase. P51570. Purified GALK, Kinase-Glo residual ATP luminescence. Potency, µM (highest dose often 57.5 µM), without a hit: at the top dose activity change, negative = inhibition, usual class: inhibitors. 0.007% of 270,000 active. AID 1868; also: potency is read from the fitted curve at half-maximal effect; % is scaled to controls: 0 for no effect and ±100 for the full control effect
Target sequence (P51570 whole entry, looked up): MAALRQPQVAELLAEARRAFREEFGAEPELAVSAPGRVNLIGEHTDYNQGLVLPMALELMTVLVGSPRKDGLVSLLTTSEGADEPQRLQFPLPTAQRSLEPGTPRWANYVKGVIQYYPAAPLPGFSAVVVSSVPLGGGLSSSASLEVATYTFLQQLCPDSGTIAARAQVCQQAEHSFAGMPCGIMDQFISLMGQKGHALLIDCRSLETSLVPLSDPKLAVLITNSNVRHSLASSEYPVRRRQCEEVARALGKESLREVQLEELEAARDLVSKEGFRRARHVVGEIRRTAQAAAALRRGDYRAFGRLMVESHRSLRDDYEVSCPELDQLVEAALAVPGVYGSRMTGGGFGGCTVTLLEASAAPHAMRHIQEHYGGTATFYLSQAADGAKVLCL
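Kinase-Glo Plus luminescence measured ATP left after a 1 h room-temperature reaction. The reaction used 5 nM GALK, 100 uM galactose and 35 uM ATP at pH 8.0 (20 mM HEPES, 5 mM MgCl2, 60 mM NaCl, 1 mM DTT, 0.01% BSA).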
hERG WT inh – inhibitors of human wildtype KCNH2 potassium channel | 0.37% of 340,000 active | U2OS, BacMam KCNH2, thallium flux FluxOr; stronger effect = lower value | activity change, % at 1.84 µM | Q12809 | AID 720551;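 active = maximum activity change below -70%; inconclusive = maximum activity change between -70% and -50%; inactive = maximum activity change above -50%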; also: % is scaled to controls: 0 for no effect and ±100 for the full control effect
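U2OS cells were transduced with wild-type KCNH2 virus (2.03 x 10^8 / mL) for 4 h at room temperature, then cultured overnight at 37 C. Thallium flux was read with FluxOr dye. Rate constants were normalized to DMSO controls.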
AT treatment – potential ataxia-telangiectasia treatments restoring KAP-1 phosphorylation. […] A-T fibroblasts, KAP-1 phosphorylation AlphaLISA; neocarzinostatin DNA damage 30 min before lysis. Potency, µM (highest dose often 57.5 µM), for the others: at the top dose activation, most hits filed as activators. 0.19% of 320,000 active. AID 485349; also: potency is read from the fitted curve at half-maximal effect; % of control where 0% means no effect; nearly all actives have a fitted effect of over 45% in size
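hTERT-immortalized A-T patient fibroblasts ([…]), 500 cells/well in OPTI-MEM, 1% FBS, got compounds for 60 min, then NCS for 30 min at 37C. Lysates were then assayed for phospho-KAP-1 by AlphaLISA (anti-pKAP1 donor, anti-KAP1 acceptor beads), 6 hr at 25C.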
Starred values were filed as active, the others as inactive; ? = inconclusive; / = no result given; [ ] = another dose, or the depositor's remark. Unless noted, calls follow the shape of the dose curve; as a rule, active = well fitted curve in the direction sought with a large enough effect; inconclusive = small, poorly fitted or top-dose-only effect, or another doubt; inactive = no such curve, though single readings can be large; an effect the other way counts as inactive or inconclusive.

1: Cc1ccc(C(=O)N/C(=C\c2ccco2)C(=O)N2CC(C)OC(C)C2)cc1C (stereo not given)
2: COc1ccc2c(c1)OC[C@H]1[C@H]2N2C(=O)CN(CC3CCCO3)C(=O)[C@@]2(C)[C@H]1c1ccccc1 (stereo not given in full)
3: COc1cccc(C(=O)Nn2cnnc2)c1OC
4: COc1cc(S(=O)(=O)N(C)Cc2ccc3c(c2)OCCO3)ccc1NC(C)=O
5: CCn1c2ccccc2c2cc(CNCc3ccc(OC)cc3OC)ccc21
6: Cc1ccnc(N2C(=O)c3ccc([N+](=O)[O-])cc3C2=O)c1
7: CCN(c1ccccc1)S(=O)(=O)c1ccc(Cl)c(NC(=O)CNCc2ccccc2OC)c1
8: O=C1CC(SC(=NCc2ccc3c(c2)OCO3)Nc2ccccc2)C(=O)N1c1ccccc1 (stereo not given)
screen / no. | 1 | 2 | 3 | 4 | 5 | 6 | 7 | 8
TCR activator | 7% | 1% | / | 8% | 15% | / | 3% | -4%
MLL CXXC-DNA inh | -19% | / | 1% | / | 1% | -4% | / | 20%
BCR signal inh | ? | -1% | -1% | 0% | ? | 2% | -7% | 0%
Tb PFK block | -13% | 11% | -1% | 8% | 0% | 8% | 0% | -4%
TSHR antag | -14 | 13 | 6 | -11 | -11 | -2 | -2 | 16
Coupling enz | / | / | 0 | / | -2 | -1 | / | -1
Giardia killer | -6 | 6 | 41[activator] | 34[activator] | -10 | / | 11 | -5
GALK inh | 0% | / | -2% | / | 0% | 0% | / | 1%
hERG WT inh | 31 | / | -1 | 5 | 21 | / | 0 | -5
AT treatment | 0% | -11% | -1% | 3% | -4% | -19% | -20% | -3%

9: CCC1(CC)NC(=O)N(CC(=O)OCC(=O)Nc2ccccc2[N+](=O)[O-])C1=O
10: COc1cccc(NC(=O)Nc2nnc(CC(=O)NCc3ccccc3)s2)c1
11: CCOC(=O)c1ccccc1NC(=O)Cn1cnc2c(cnn2-c2ccccc2)c1=O
12: COc1ccc(C(C#N)N2N=C(C)CC2(C)C)cc1 (stereo not given)
13: O=C(NNC(=O)c1ccccc1OCc1ccc(F)cc1)c1ccncc1
14: Cc1cccc(NC(=O)CN2CCc3cc4c(cc3C2)OCCCO4)c1
15: CC1CCN(CC(O)CN2c3ccccc3Sc3ccccc32)CC1 (stereo not given)
16: CN(C)S(=O)(=O)c1ccc(C(=O)NCCOc2ccc(F)cc2)cc1
screen / no. | 9 | 10 | 11 | 12 | 13 | 14 | 15 | 16
TCR activator | 1% | -2% | -5% | 6% | -18% | -4% | -10% | 4%
MLL CXXC-DNA inh | 4% | 0% | 14% | -8% | / | 8% | -3% | -6%
BCR signal inh | 5% | ? | -9% | -1% | ? | ? | ? | 10%
Tb PFK block | -1% | -3% | -2%[0.46 µM] | 15% | 0% | -11% | 1% | 1%
TSHR antag | 18 | 6 | 1 | 24 | 8 | 17 | -1 | 1
Coupling enz | 2 | 3 | -2 | 2 | / | / | 0 | 0
Giardia killer | -8 | 6 | 7 | 5 | 16 | 22 | -7 | 5
GALK inh | -3% | 1% | -3% | 3% | / | -10% | -4% | 0%
hERG WT inh | 0 | 9 | 5 | 2 | -8 | -11 | 37 | 14
AT treatment | -5% | -18% | -1% | -1% | 2% | 4% | -9% | 2%

17: COc1cc(C2c3c([nH]c(=O)[nH]c3=O)Nc3ccc4ccccc4c32)ccc1O (stereo not given)
18: COc1ccc(C(=O)Cn2c(Br)nc3c2c(=O)n(C)c(=O)n3C)cc1OC
19: O=C(Nc1nc2ccccc2c(=O)[nH]1)c1ccccc1SCc1ccccc1
20: COc1cccc(NC(=O)C2CCC(CNS(=O)(=O)c3cccs3)CC2)c1 (stereo not given)
21: COC(=O)C1C(=O)c2c(C)noc2CC1(C)C (stereo not given)
22: CCCc1nc2scc(-c3ccc(C)cc3)c2c(=O)n1N
23: COc1ccc(CCNC(=O)c2ccc(CSc3ccccc3)o2)cc1
24: COCCn1c(C)cc(C(=O)CSc2ncn[nH]2)c1C
screen / no. | 17 | 18 | 19 | 20 | 21 | 22 | 23 | 24
TCR activator | -1% | -12% | 2% | 1% | -5% | 1% | 0% | 0%
MLL CXXC-DNA inh | -5% | 9% | -10% | -2% | -5% | -3% | 8% | 3%
BCR signal inh | -29% | -1% | 1% | -12% | ? | ? | -18% | 2%
Tb PFK block | ? | 2% | 2% | -5% | -1% | 2% | 1% | -7%
TSHR antag | 13 | -4 | -4 | 0 | 18 | -9 | -27 | 8
Coupling enz | -4 | 2 | 3 | 0 | -20 | 3 | -3 | 1
Giardia killer | ? | 14 | -5 | -10 | 13 | 12 | 11 | -11
GALK inh | 9% | 8% | 3% | 0% | 0% | 0% | -3% | 0%
hERG WT inh | 2 | 13 | -4 | -6 | -3 | -7 | 10 | -2
AT treatment | -5% | 2% | 6% | 0% | 12% | 1% | 0% | -8%

An excerpt from above with just hERG WT inh, Giardia killer and TSHR antag.
cpd	mol	hERG WT inh	Giardia killer	TSHR antag
19	O=C(Nc1nc2ccccc2c(=O)[nH]1)c1ccccc1SCc1ccccc1	-4	-5	-4
20	COc1cccc(NC(=O)C2CCC(CNS(=O)(=O)c3cccs3)CC2)c1 (stereo not given)	-6	-10	0
21	COC(=O)C1C(=O)c2c(C)noc2CC1(C)C (stereo not given)	-3	13	18

The list continues.
25: Cc1ccc(CC(=O)Nc2ccc(S(=O)(=O)Nc3nccc(C)n3)cc2)cc1
26: CC(=O)c1ccc(NC(=S)NC(=O)/C=C/c2ccc(F)cc2)cc1
27: O=[N+]([O-])c1ccc(-c2nnc3n2CCCCC3)cc1
28: NC(=O)CSc1nnc(-c2cnccn2)n1Cc1ccco1
29: CCN(CC)C(=O)c1[nH]cnc1C(=O)Nc1ccc(Cl)cc1
30: CC(C)C(C(=O)NC1CCCC1)N(CC1CCCO1)C(=O)CNS(=O)(=O)c1ccc(F)cc1 (stereo not given)
31: CC(C)(C)NC(=O)C1CC(=O)N(CCc2ccc(F)cc2)C1 (stereo not given)
32: O=C(N/N=C/c1ccco1)c1csc2c1CCCC2
screen / no. | 25 | 26 | 27 | 28 | 29 | 30 | 31 | 32
TCR activator | 2% | 5% | 4% | 2% | -2% | 1% | 7% | 0%
MLL CXXC-DNA inh | 6% | 2% | 2% | -4% | / | 25% | 6% | 9%
BCR signal inh | -2% | -3% | 0% | 3% | ? | 2% | 2% | 0%
Tb PFK block | -13% | -3% | 0% | 3% | -2% | -1% | -5% | -4%
TSHR antag | 11 | 19 | 6 | -5 | -8 | 3 | -2 | 8
Coupling enz | 6 | -4 | 1 | 2 | / | 1 | 11 | -11
Giardia killer | ? | -23 | 2 | 0 | 8 | -14 | -18 | -20
GALK inh | -7% | 4% | 3% | / | / | 1% | 5% | 0%
hERG WT inh | 0 | -1 | -6 | 13 | 6 | 0 | -10 | -11
AT treatment | -4% | 3.2µM* | -8% | 5% | 1% | 8% | -3% | ?

33: C[C@H](CO)N1C[C@H](C)[C@@H](CN(C)S(C)(=O)=O)Oc2ccc(NC(=O)Cn3cnnn3)cc2C1=O
34: CC(CCc1ccco1)NC(=O)CSc1cc(=O)n(C)c2ccccc12 (stereo not given)
35: COc1ccc2nc(NC(=O)C3CCCN(S(=O)(=O)c4cccc5nonc45)C3)sc2c1 (stereo not given)
36: COc1ccc(/C=N/Nc2ccc(C(=O)O)cc2)cc1Br
37: O=C(c1ccc(C(F)(F)F)cc1)N1CCN(S(=O)(=O)c2ccc3c(c2)OCCCO3)CC1
38: COc1ccc2c(c1)C(=O)N(c1ccc(C)cc1)C(=O)C2
39: Cc1ccc(Cl)cc1-c1ccc(C=Nc2ccc(N3CCOCC3)cc2)o1
screen / no. | 33 | 34 | 35 | 36 | 37 | 38 | 39
TCR activator | -5% | 5% | 2% | 2% | 4% | -2% | 13%[46.1 µM]
MLL CXXC-DNA inh | / | -2% | 16% | -1% | -5% | -4% | 7%
BCR signal inh | -1% | 1% | -8% | ? | ? | 20% | 4%
Tb PFK block | 0% | -5% | 1% | 1% | -4% | -1% | -6%
TSHR antag | -1 | 1 | -18 | 9 | 0 | 2 | 6
Coupling enz | / | -1 | -2 | 6 | / | 0 | -13
Giardia killer | 10 | -15 | 18 | 3 | -21 | 7 | 3
GALK inh | / | -2% | -4% | -3% | 4% | -5% | 0%
hERG WT inh | -5 | -3 | -6 | 5 | 9 | -26 | -18
AT treatment | 1% | -3% | 3% | -12% | 2% | -3% | 7%
